Screening data as filed in PubChem.
TIM10 inh – growth inhibitors of TIM10 yeast strain. S. cerevisiae TIM10 strain growth, BacTiter-Glo luminescence, 24 h. inhibition, % at 10 µM. 330,000 compounds, 1.4% hits;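 active = inhibition of 40% or more at the single tested concentration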;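 also: wild-type TIM10 isogenic control strain grown at permissive 25 °C; 0% = DMSO yeast wells and 100% = minimal medium wells without yeast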
NALP3 yeast inh – blocks the NALP3 inflammasome reconstituted in yeast | Yeast reconstituted NLRP3/ASC/caspase-1, beta-gal luminescence, 24 h | inhibition, % at 10 µM | 330,000 compounds, 0.39% hits;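 active = inhibition of 50% or more; inactive = inhibition below 50%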;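 also: plate controls were induced DMSO wells for no effect and uninduced yeast grown without galactose for full effect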
NR3A LBD binder – modulators (binders) of human NR3A ligand-binding domain; NR3A LBD differential scanning fluorimetry, Tm shift; 0% = protein alone, 100% = glycine-bound protein; Tm shift relative to glycine control, % at 25 µM; 340,000 compounds, 2.5% hits;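 active = melting temperature shift of at least 10% of the positive control shift, at one fixed dose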
APJ ag – activates the human apelin receptor APJ. P35414. CHO-K1 APJ PathHunter beta-arrestin, luminescence; 0% DMSO wells, 100% apelin. activation, % at 20 µM. 330,000 compounds, 0.11% hits. AID 2520;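 active = activation more than six SD over the plate average, tested at 20 µM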;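 also: 0% = DMSO alone and 100% = apelin-13 at 10 nM; some results filed as inactive read as strong as hits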
Target sequence (P35414 whole entry, looked up): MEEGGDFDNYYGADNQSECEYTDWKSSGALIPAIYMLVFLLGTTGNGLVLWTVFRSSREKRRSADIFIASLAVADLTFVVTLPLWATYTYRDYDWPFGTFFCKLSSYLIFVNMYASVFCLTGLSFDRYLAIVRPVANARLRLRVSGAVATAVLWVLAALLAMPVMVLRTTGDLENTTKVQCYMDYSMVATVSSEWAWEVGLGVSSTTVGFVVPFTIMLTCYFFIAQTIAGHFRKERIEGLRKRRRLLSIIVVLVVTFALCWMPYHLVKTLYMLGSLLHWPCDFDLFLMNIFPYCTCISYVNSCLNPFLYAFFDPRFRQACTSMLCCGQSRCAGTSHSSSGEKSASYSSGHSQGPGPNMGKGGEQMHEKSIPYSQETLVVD
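Test system: CHO-K1 APJ beta-arrestin complementation cell line. Amount: cell density 1000 per well. Controls: DMSO negative, 10 nM Apelin-13 positive. Signal: luminescent beta-gal fragment complementation, chemiluminescent substrate. Read-out basis: agonist-driven arrestin binding to APJ. Timing: compound stimulation 90 min at 25 °C, detection 60 min.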
tim10-1 inh – inhibits growth of tim10-1 mutant yeast | S. cerevisiae tim10-1 ts strain growth, BacTiter-Glo, 24 h | inhibition, % at 20 µM | 330,000 compounds, 2.2% hits | AID 463190;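 active = inhibition of at least 40%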;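 also: mutant grown at 25 °C; 0% = DMSO wells with yeast and 100% = wells holding no yeast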
tim23-1 inh – inhibits growth of tim23-1 mutant yeast; inhibition, % at 20 µM; AID 463212; 330,000 compounds, 1.3% hits; S. cerevisiae tim23-1 growth, BacTiter-Glo luminescence, 24 h;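 active = growth inhibition of the mutant yeast at or above 50%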;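 also: temperature-sensitive mutant grown at 25 °C; plate controls were DMSO-treated mutant yeast for no effect and medium wells lacking yeast for full effect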
MIN6 prolif – induces beta-cell replication in MIN6 cells; MIN6 cells proliferation, ATPlite luminescence, 48 h; cells starved in 0.2% serum; 100% = growth in 10% serum; proliferation, % at 10 µM; 330,000 compounds, 0.29% hits; AID 2380;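 active = compounds whose signal lies at least 3.5 SD above the mean of all wells on their plate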;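 also: 0% = DMSO-treated cells in low-serum medium and 100% = 10% serum control; some compounds called inactive have numbers as strong as hits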
MPTP block – inhibitors of mitochondrial permeability transition pore | isolated mouse mitochondria, Ca2+ swelling absorbance, 30 min | inhibition, % at 10 µM | 360,000 compounds, 1.4% hits;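 active = inhibition of 50% or more, scaled per plate between neutral and stimulator controls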;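 also: 0% = DMSO wells given calcium and 100% = 1 mM EGTA wells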
APJ antag – APJ receptor antagonism. CHO-K1 APJ beta-arrestin complementation, luminescence. P35414. 330,000 compounds, 0.32% hits. inhibition, % at 20 µM;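 active = inhibition above about 40% at 20 µM, limit read from the data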;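 also: cells challenged with 10 nM apelin-13 agonist together with compound; plate controls were apelin-13 plus DMSO wells for no effect and DMSO wells lacking apelin-13 for full effect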
Numbers without * were called inactive; . = no result given. These rows are one share of the data; count on the stated rates, not on these rows.

SMILES | TIM10 inh | NALP3 yeast inh | NR3A LBD binder | APJ ag | tim10-1 inh | tim23-1 inh | MIN6 prolif | MPTP block | APJ antag
CN(C)c1ccc(CCN2CCOCC2)cc1 | 6 | 6 | 0 | 0 | -9 | 3 | -2 | -1.4 | -1
CCOc1ccc(-c2cc(C)[n+](CCN3CCOCC3)c(-c3ccc(OCC)cc3)c2)cc1 | 19 | 10 | 0 | -1 | 7 | 14 | -4 | 3.6 | 6
C/C(=N\N1CCCCC1)c1c(O)[nH]c(=O)[nH]c1=O | -14 | 7 | -3 | -3 | -3 | 8 | 3 | -0.2 | -3
COc1ccc(CCn2c(O)c(C=Nc3ccc(F)cc3)c(=O)[nH]c2=O)cc1OC | -1 | 14 | 2 | -3 | -6 | -21 | 0 | 8.7 | -18
COc1ccc(CCNC(=O)COC(=O)Cc2ccccc2)cc1 | 2 | 26 | -2 | 5 | 14 | 10 | -1 | -0.8 | -1
CCn1c(P(C)(=O)O)nc2cc(NC(=O)c3ccccc3F)ccc21 | 23 | 11 | 0 | -2 | 8 | 3 | -1 | -0.7 | -15
CC12CN3CC(C)(CN(C1)C31CCOCC1)C2=O | -2 | 15 | -1 | -2 | 7 | 2 | -3 | 8.4 | 2
CCn1cc(C(=O)c2ccccc2)c2ccccc21 | -4 | 27 | 0 | -3 | 36 | 20 | -2 | -1.0 | 12
Cc1ccccc1-n1c(C)cc(/C=C2/C(=O)NC(=O)N(Cc3ccco3)C2=O)c1C | -10 | -14 | -2 | -1 | 20 | 14 | -1 | 6.3 | 11
COc1cc(/C=C2\C(=O)NC(=O)N(c3ccc(C)cc3)C2=O)cc(OC)c1O | -18 | 5 | 1 | -5 | -4 | 12 | 0 | 2.5 | -9
O=Cc1cn(Cc2ccc(Br)cc2)c2ccccc12 | 24 | 39 | -9 | -4 | 27 | 59* | 0 | 2.1 | -6
CN(C)C(=O)Oc1ccc(Br)cc1C(=O)Nc1ccc(F)c(Cl)c1 | 27 | 22 | -4 | -4 | 28 | 27 | -6 | 8.1 | 12
CCOc1cccc(CNCCc2c(C)[nH]c3ccc(OC(F)(F)F)cc23)c1O | -2 | 9 | -17 | 13 | 8 | -8 | -5 | 80* | -19
CCOc1ccccc1-n1c(O)c(C=Nc2c(C)n(C)n(-c3ccccc3)c2=O)c(=O)[nH]c1=O | -18 | 16 | 0 | 1 | -22 | -34 | -1 | -0.9 | -4
CCOc1cc2c(cc1OCC)-n1cccc1C(c1cc(OC)ccc1F)NC2 (configuration not stated) | 30 | 2 | -1 | -2 | 25 | 26 | -2 | 0.0 | 18
O=c1[nH]c(O)c(N=Nc2cc(C(F)(F)F)ccc2Cl)c(=O)[nH]1 | 15 | 13 | -11 | -2 | -9 | 13 | 2 | -0.9 | 4
CCc1c(C(=O)NN2C(=O)C3C4CCC(O4)C3C2=O)csc1C (configuration not stated) | 12 | 4 | -2 | -2 | 6 | 12 | -2 | 4.8 | -10
CCOC(=O)c1cccc(-[n+]2c(-c3ccccc3)cc(-c3ccccc3)cc2-c2ccccc2)c1 | 19 | 17 | -4 | -6 | 17 | 2 | -8 | 4.9 | 19
CC1CCSP(=O)(Oc2ccccc2)O1 (configuration not stated) | 18 | 10 | -7 | 3 | -10 | 2 | 5 | 1.3 | -4
N#CCCn1cc(C(=O)Nc2ccc([N+](=O)[O-])cc2)c(-c2ccccc2)n1 | 31 | 2 | -2 | -1 | 18 | 30 | 2 | 2.9 | 5
CC(CC(C#N)(c1ccccc1)c1ccccc1)N(C)C (configuration not stated) | 1 | -17 | 0 | -5 | 0 | 3 | -3 | -1.5 | 14
CC(C)OS(C)(=O)=O | 4 | -10 | 0 | 0 | -15 | -25 | -2 | -0.3 | 1
CN1CCc2cc3c(c4c2C1Cc1ccccc1-4)OCO3 (configuration not stated) | 28 | 39 | 2 | 2 | 33 | 67* | -4 | 0.4 | -6
O=C(COC(=O)Cc1ccccc1)Nc1cc(S(=O)(=O)N2CCOCC2)ccc1N1CCCC1 | 7 | -14 | -2 | -2 | 14 | 12 | -3 | 1.2 | 5
N#Cc1cc(F)c(N2CCNCC2)cc1Cl | 5 | 16 | -1 | -3 | 19 | 1 | -1 | 14 | 3

Compound profiles, from the list above.
Entry for `N#Cc1cc(F)c(N2CCNCC2)cc1Cl` → TIM10 inh: 5; NALP3 yeast inh: 16; NR3A LBD binder: -1; APJ ag: -3; tim10-1 inh: 19; tim23-1 inh: 1; MIN6 prolif: -1; MPTP block: 14; APJ antag: 3
Entry for `CCn1c(P(C)(=O)O)nc2cc(NC(=O)c3ccccc3F)ccc21` → TIM10 inh: 23; NALP3 yeast inh: 11; NR3A LBD binder: 0; APJ ag: -2; tim10-1 inh: 8; tim23-1 inh: 3; MIN6 prolif: -1; MPTP block: -0.7; APJ antag: -15

The list goes on.
SMILES | TIM10 inh | NALP3 yeast inh | NR3A LBD binder | APJ ag | tim10-1 inh | tim23-1 inh | MIN6 prolif | MPTP block | APJ antag
C[C@H]1[C@H](OC(=O)CCC(=O)NCc2ccc(C(=O)O)cc2)O[C@@H]2O[C@@]3(C)CC[C@H]4[C@H](C)CC[C@@H]1C24OO3 | 10 | 5 | -1 | 10 | 43* | 21 | -5 | 0.2 | -26
O=c1c2ccccc2nc(CNCC2CCCO2)n1-c1ccc(F)cc1 (configuration not stated) | 13 | 25 | 0 | -2 | 16 | 15 | -4 | -0.3 | -4
COc1nc(C)nc(NC(=O)NS(=O)(=O)c2ccccc2Cl)n1 | 4 | 5 | -6 | 8 | -3 | 0 | -1 | -2.4 | -7
CSc1nnc(OC(=O)N(C)C)n1-c1ccc(Cl)cc1 | 5 | 15 | 1 | 0 | 8 | 0 | 1 | 1.4 | -1
CC12CCCCC1N(O)CN2O (configuration not stated) | 1 | 2 | 0 | -1 | -6 | 8 | 0 | 2.1 | 18
O=C(c1ccc2c(c1)OCO2)N1CCC2(CC1)OCCO2 | 2 | -16 | -3 | 5 | 8 | 11 | -3 | -0.6 | 29
Cc1cc(=O)oc2c(C)c(OCC(=O)N3CCN(Cc4ccc5c(c4)OCO5)CC3)ccc12 | 5 | -5 | 5 | 0 | 22 | 21 | 5 | -0.2 | -4
CN1C(=O)C(=Cc2ccc(N3CCCCC3)o2)C(=O)N(C)C1=S | 0 | 42 | 3 | -4 | 20 | 18 | -2 | 1.0 | 26
CC(C)(O)[C@H]1O[C@H]2CC[C@@]3(C)[C@@](O)(CC[C@H]4Cc5c([nH]c6ccccc56)[C@@]43C)C2=CC1=O | 30 | 10 | -8 | 8 | 47* | 45 | -7 | . | 5
CCOc1ccc(Cc2c(O)[nH]c(=O)[nH]c2=O)cc1 | 0 | 1 | 0 | -4 | 2 | 10 | -5 | -0.6 | -7
NC(=O)CSc1nnc([C@@H](N)Cc2c[nH]c3ccccc23)o1 | 10 | -1 | -1 | -2 | -3 | 14 | -3 | 1.0 | -14
COC(=O)C1=C(c2cccc(C#N)c2)C[C@@H]2CC[C@H]1N2C(=O)NC(C)C | -3 | 15 | 1 | -2 | 5 | 3 | -2 | -0.2 | 11
O=C(C(=O)N1CCOCC1)c1cn(Cc2ccccc2)c2ccccc12 | 0 | 4 | 0 | -3 | 20 | 13 | -1 | 0.2 | -17
CCN(CC)P(=O)(c1n(CC)cc[n+]1CC)N(CC)CC | 12 | 12 | -1 | -2 | 13 | -4 | 1 | -1.0 | 3
Cn1c(=O)n(C)c2cc([N+](=O)[O-])c(N3CCNCC3)cc21 | 3 | -6 | -1 | -1 | 9 | 3 | -1 | 0.9 | 7
Fc1ccccc1N1CCN(Cc2ccc3c(c2)OCO3)CC1 | 1 | -1 | -1 | -5 | -5 | 18 | 3 | 2.9 | -20
CC1CN2c3ccc([N+](=O)[O-])cc3CC3(C(=O)N(C)C(=O)N(C)C3=O)C2C(C)O1 (configuration not stated) | -13 | 7 | -2 | -2 | -6 | 2 | -3 | 1.1 | 2
CN1CCN(c2ccc([N+](=O)[O-])c(N)c2)CC1 | -2 | 11 | -1 | -2 | 6 | 12 | 0 | 1.9 | -5
COCCNC(=O)c1ccc(N2CC3CC(C2)c2cccc(=O)n2C3)c([N+](=O)[O-])c1 (configuration not stated) | -6 | -11 | -4 | -2 | 9 | 8 | -4 | 1.6 | 7
COc1ccc(CCNCc2c(OC)ccc3ccccc23)cc1 | 8 | 23 | 0 | -3 | 26 | 10 | -2 | 0.7 | -2
CC(C(=O)c1cn(C)c2ccccc12)c1ccccc1 (configuration not stated) | 21 | -3 | -45 | 0 | 22 | 31 | 1 | 1.0 | 18
O=c1cccc2n1CC1CC2CN(CC(O)CN2CC3CC(C2)c2cccc(=O)n2C3)C1 (configuration not stated) | 0 | 12 | 0 | -1 | 16 | 15 | 1 | -1.4 | 5

Already shown: 6 of the compounds above.
SMILES | TIM10 inh | NALP3 yeast inh | NR3A LBD binder | APJ ag | tim10-1 inh | tim23-1 inh | MIN6 prolif | MPTP block | APJ antag
CC1CN2c3ccc([N+](=O)[O-])cc3CC3(C(=O)N(C)C(=O)N(C)C3=O)C2C(C)O1 (configuration not stated) | -13 | 7 | -2 | -2 | -6 | 2 | -3 | 1.1 | 2
CN1CCN(c2ccc([N+](=O)[O-])c(N)c2)CC1 | -2 | 11 | -1 | -2 | 6 | 12 | 0 | 1.9 | -5
COCCNC(=O)c1ccc(N2CC3CC(C2)c2cccc(=O)n2C3)c([N+](=O)[O-])c1 (configuration not stated) | -6 | -11 | -4 | -2 | 9 | 8 | -4 | 1.6 | 7
COc1ccc(CCNCc2c(OC)ccc3ccccc23)cc1 | 8 | 23 | 0 | -3 | 26 | 10 | -2 | 0.7 | -2
CC(C(=O)c1cn(C)c2ccccc12)c1ccccc1 (configuration not stated) | 21 | -3 | -45 | 0 | 22 | 31 | 1 | 1.0 | 18
O=c1cccc2n1CC1CC2CN(CC(O)CN2CC3CC(C2)c2cccc(=O)n2C3)C1 (configuration not stated) | 0 | 12 | 0 | -1 | 16 | 15 | 1 | -1.4 | 5
